# Screening data (PubChem)
# ADAM17 inh = ADAM17 inhibition, QFRET primary screen; inhibition, % at 6.95 µM; recombinant ADAM17, EDANS/DABCYL FRET peptide cleavage; AID 720648; 0.83% of 370,000 active; P78536;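 active means inhibition above the mean of compounds lying between control limits plus 3 SD, set per campaign, cut at about 8.5% in these data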;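 further: 0% = DMSO-only wells as the low control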
# ASAP1 inh = inhibitors of human ASAP1 ArfGAP activity; Q9ULH1; 0.19% of 360,000 active; ASAP1-stimulated ARF1 GTP hydrolysis, GDP FP detection; inhibition, % at 16.5 µM; in the data active means inhibition above about 25%;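 further: 0% = vehicle with enzyme and substrate and 100% = no enzyme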
# Tn6 DDE FP = DD(E)-Tn6 binding inhibition, primary FP screen; P02675; Fibrin DD(E) TRITC-Tn6 fluorescence polarization displacement; inhibition, % at 8.3 µM; 0.21% of 370,000 active; AID 720509;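 active means inhibition above a per-campaign cutoff: mean of compounds within control limits plus 3 SD, cut at about 15% in these data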;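 further: 0% = median of all compound wells on the plate and 100% = blocking peptide control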
# PLC-gamma1 inh = inhibitors of human phospholipase C gamma1. P19174. purified PLC-gamma1, fluorogenic substrate, fluorescence. inhibition, % at 12.2 µM. 0.84% of 370,000 active. AID 720700; in the data active means inhibition above about 9.5%
# PLCb3 inh = PLC-beta3 (human) inhibition, primary screen | Q01970 | Purified PLC-beta3, fluorogenic substrate, fluorescence | inhibition, % at 12.2 µM | 0.18% of 370,000 active; in the data active means inhibition above about 11%;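 further: 0% = median of compound wells on plate and 100% = full blocker control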
# KLK7 zymogen act = proKLK7 (human) activation, primary screen | P49862 | purified proKLK7, EDANS-DABCYL substrate fluorescence; 100% is mature enzyme control, 0% vehicle | activation, % at 7 µM | 0.9% of 370,000 active | AID 652039;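 active means activation above the mean of all tested compounds plus 3 SD, computed per campaign excluding outliers beyond control limits, cut at about 13% in these data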
# Target sequence (P49862 whole entry, looked up): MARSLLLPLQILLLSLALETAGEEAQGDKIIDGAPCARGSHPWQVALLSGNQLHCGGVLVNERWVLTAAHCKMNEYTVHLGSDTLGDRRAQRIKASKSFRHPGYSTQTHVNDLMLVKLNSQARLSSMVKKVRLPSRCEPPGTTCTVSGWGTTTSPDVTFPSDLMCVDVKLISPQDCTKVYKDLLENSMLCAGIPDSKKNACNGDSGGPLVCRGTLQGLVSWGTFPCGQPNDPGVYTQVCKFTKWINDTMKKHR
# DDE Tn7 FP inh = inhibitors of Tn7 peptide binding to human fibrin DD(E) | FP displacement of FITC-Tn7 peptide from fibrin DD(E); 0% = median of compound wells per plate | AID 720508 | P02675 | 0.13% of 370,000 active | inhibition, % at 8.3 µM;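 active means inhibition above the mean of compounds falling within the control limits plus 3 SD of them, cut at about 14% in these data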;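 further: 0% = plate median of compound wells and 100% = 10 µM Aha-Tn7 peptide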
#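 Also added: labelled Tn7 tracer, 0.1 µM; Assay system: human fibrin DD(E) protein; Amount: 2 µM fibrin DD(E); Schedule: 10 min compound pre-incubation, 3 h probe incubation at room temperature; Repeats: one replicate per compound; Read-out basis: percent inhibition; Measured by: fluorescence polarization of the labelled Tn7 tracer.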
# UHRF1 MBD2 ctr = blocks human UHRF1 binding to methylated DNA | 0.75% of 370,000 active | UHRF1 binding to methylated oligo, TR-FRET | AID 687016 | inhibition, % at 4.4 µM | Q96T88; in the data active means inhibition above about 21%;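 further: UHRF1 SRA domain binding a hemimethylated CpG hairpin DNA probe; 0% = median of test compound wells and 100% = reference inhibitor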
# Target sequence (Q96T88 whole entry, looked up, the tested form may be a part): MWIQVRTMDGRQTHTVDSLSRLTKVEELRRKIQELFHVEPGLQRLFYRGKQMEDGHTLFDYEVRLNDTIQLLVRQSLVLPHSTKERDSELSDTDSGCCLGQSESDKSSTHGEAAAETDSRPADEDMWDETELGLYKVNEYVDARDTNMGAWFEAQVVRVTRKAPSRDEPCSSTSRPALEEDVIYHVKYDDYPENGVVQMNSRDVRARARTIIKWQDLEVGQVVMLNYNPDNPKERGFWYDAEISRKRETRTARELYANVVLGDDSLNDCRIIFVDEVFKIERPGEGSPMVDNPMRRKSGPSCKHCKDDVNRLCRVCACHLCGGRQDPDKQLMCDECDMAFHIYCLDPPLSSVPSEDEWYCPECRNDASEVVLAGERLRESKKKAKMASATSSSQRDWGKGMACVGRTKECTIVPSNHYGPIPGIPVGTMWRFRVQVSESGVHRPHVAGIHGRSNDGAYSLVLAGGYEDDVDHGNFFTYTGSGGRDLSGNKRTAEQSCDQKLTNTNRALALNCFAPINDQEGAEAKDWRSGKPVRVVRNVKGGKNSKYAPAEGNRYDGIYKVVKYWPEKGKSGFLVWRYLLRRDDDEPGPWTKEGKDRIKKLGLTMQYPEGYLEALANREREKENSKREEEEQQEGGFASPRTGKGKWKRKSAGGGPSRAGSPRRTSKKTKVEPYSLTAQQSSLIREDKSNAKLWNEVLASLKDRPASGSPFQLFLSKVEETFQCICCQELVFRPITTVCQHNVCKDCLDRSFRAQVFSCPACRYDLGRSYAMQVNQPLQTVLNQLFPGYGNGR
# MBD2 inh = inhibitors of human MBD2 binding to methylated oligonucleotide; Q9UBB5; TR-FRET; inhibition, % at 4.4 µM; 0.31% of 370,000 active; in the data active means inhibition above about 13%
# ARFGAP1 inhibitor = rat ARFGAP1 inhibition. Arfgap1-stimulated ARF1 GTP hydrolysis, GDP FP detection. inhibition, % at 16.5 µM. Q62848. 0.26% of 360,000 active;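 active means inhibition above a per-plate limit, mean inhibition of low control wells plus 3 SD, cut at about 25% in these data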;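 further: 0% = DMSO wells with enzyme and 100% = wells lacking Arfgap1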
#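 Material: rat Arfgap1 catalytic domain, aa 1-136; also added: human ARF1(Δ1-17)-GTP substrate; compound dosing: one concentration, 16.5 µM, DMSO 1.26%; incubation: GTP hydrolysis reaction 2 h at 25 °C; measured by: Tracer-displacement fluorescence polarization with EDTA stop, 620/688 nm; evaluation: % inhibition from polarization; repeats: one replicate per compound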
# The depositor's hits bear a star; i = inactive; & = joins results of further samples. Rows were taken by chance. About 4.1% of those tested had a hit in this group.
SMILES,ADAM17 inh,ASAP1 inh,Tn6 DDE FP,PLC-gamma1 inh,PLCb3 inh,KLK7 zymogen act,DDE Tn7 FP inh,UHRF1 MBD2 ctr,MBD2 inh,ARFGAP1 inhibitor
CCOc1ccc(C(=O)NC2CCN(C(=O)Nc3ccc(F)cc3)CC2)cc1,1,0,6,2,2,-0.2,-9,1,-9,0
COc1cc(/C=C2/C(=N)N3OC(C)=CC3=NC2=O)ccc1OC(=O)c1ccco1,-4,4,-5,-2,-6,0.6,-4,3,7,4
C=CCOC(=O)C1=C(C)Nc2ncnn2C1c1cc(Br)ccc1F (configuration not stated),-3,-8,-3,0,-4,0.5,4,-1,-2,-1
CN(c1ccccc1C(=O)NCc1ccco1)S(C)(=O)=O,-2,3,1,-5,-5,-0.1,2,-1,0,-1
O=c1[nH]c2ccccc2cc1CN(Cc1cccnc1)S(=O)(=O)c1ccc([N+](=O)[O-])cc1,-7,-3,5,0,-8,-0.3,5,-1,0,9
O=C1c2ccccc2C(c2nnnn2Cc2ccccc2)N1Cc1cccs1 (configuration not stated),-2&-5,4&19,1&-1,1&1,0&0,-1.0&0.5,4&1,2&-2,7&1,14&-8
CCCCOc1ncnc2c1[nH]c1ccc(F)cc12,-48,-2,-1,-58,-75,-1.3,4,-1,-2,6
COc1ccc(N(CC(=O)Nc2ccccc2C)S(=O)(=O)c2ccccc2[N+](=O)[O-])c(OC)c1,2,2,-2,-1,2,-0.1,1,-1,3,2
COc1cc(/C=N/Nc2cc(C)nc(NS(=O)(=O)c3ccc(C)cc3)n2)ccc1O,-11,9,-9,-65,-68,0.4,1,-3,-4,6
O=C(N/N=C/c1ccsc1)c1cc(-c2cccs2)nc2ccccc12,-103,6,0,-154,-161,-17,-4,1,0,3
COc1ccc(NC(=O)c2cc(-c3cc(F)ccc3OCC3CCCO3)n[nH]2)c(C)c1 (configuration not stated),1,4,-5,1,1,0.9,-6,-1,2,7
COC(=O)c1ccc(S(=O)(=O)N2C3CCC2CC(NC(=O)C2CC2)C3)cc1 (configuration not stated),-4,-6,2,3,0,-0.2,-1,0,4,3
CCc1ccc2[nH]c(=O)c(C(c3nnnn3Cc3ccco3)N3CCC(C)CC3)cc2c1 (configuration not stated),-6,-15,-6,-25,-37,-0.4,-5,-3,-1,8
Cc1noc(NS(=O)(=O)c2ccc(NC(=O)C(C)C)cc2)c1C,-3,4,-3,1,-5,0.0,6,-1,4,0
COc1ccc(NC(=S)N2CCC(C(=O)N3CCCCCC3)CC2)cc1,-5,1,9,-1,-2,-0.3,3,2,-2,-7
COc1ccc(OC)c(S(=O)(=O)NCC(=O)NC2CCCCCC2)c1,1,-5,-2,5,3,-0.1,-7,0,-6,8
COc1ccc(NC(=O)c2cc(S(=O)(=O)N3CCc4ccccc43)cn2C)cc1OC,3,-12,-8,0,3,0.2,-2,-1,-5,10
COC(C(=O)Nc1ccc(S(=O)(=O)N2CCCCC2)cc1)c1ccccc1 (configuration not stated),-4,12,8,1,2,0.0,-4,0,0,-1
COc1ccc(N(CC(=O)NC2CCCCC2)C(=O)CCC(=O)Nc2nc(C)cs2)cc1,-2,-10,-2,0,-3,0.6,5,-1,-2,-9
Clc1ccccc1OCCCOc1cccc2cccnc12,-3,-5,-6,-12,-29,-0.3,-2,0,0,0
CC(=O)/C=C/c1ccc2ccccc2n1,-10,4,-3,-2,1,1.7,-5,0,4,2
O=C(O)c1nn(Cc2ncc(-c3cccc(Cl)c3)o2)c(=O)c2ccccc12,2,5,-4,-3,-12,-1.0,-2,-1,-3,-1
Cc1ccc2[nH]ccc(=O)c2c1,-2,9,3,0,-3,0.5,1,1,-1,-3
Cc1noc(-c2ccccc2)c1NC(=O)Nc1ccc2nc([C@H]3C[C@H](O)[C@@H](CO)O3)[nH]c2c1,1,6,3,-8,0,0.6,-3,-1,-3,16
Cc1ccc(NC(=O)COC(=O)C2(c3ccc(Cl)cc3)CCCC2)cc1,11*,-6,-5,7,6,0.1,-3,1,-3,10

# ADAM17 inh: hit marks shown above
SMILES,ADAM17 inh,ASAP1 inh,Tn6 DDE FP,PLC-gamma1 inh,PLCb3 inh,KLK7 zymogen act,DDE Tn7 FP inh,UHRF1 MBD2 ctr,MBD2 inh,ARFGAP1 inhibitor
Cc1ccc(NC(=O)COC(=O)C2(c3ccc(Cl)cc3)CCCC2)cc1,11*,-6,-5,7,6,0.1,-3,1,-3,10

# Carrying on.
SMILES,ADAM17 inh,ASAP1 inh,Tn6 DDE FP,PLC-gamma1 inh,PLCb3 inh,KLK7 zymogen act,DDE Tn7 FP inh,UHRF1 MBD2 ctr,MBD2 inh,ARFGAP1 inhibitor
COc1ncnc2c1oc1ccccc12,-1,-5,-5,0,4,-0.5,-3,0,-1,5
Cc1nc2sc(C(c3ccc(Cl)cc3)N3CCN(c4ccccc4F)CC3)c(O)n2n1 (configuration not stated),1,-6,-1,-1,-3,0.1,-1,-1,2,9
O=C(Nc1cccc2ncccc12)c1ccc(Br)c([N+](=O)[O-])c1,-1,9,-1,-1,2,0.3,-1,-3,-3,-10
Cc1ccc(C(=O)C(C)[n+]2cccc(C(N)=O)c2)cc1 (configuration not stated),-4,15,-9,1,-3,0.5,1,1,1,6
Cc1cc(C)nc(Nc2n[nH]c(-c3ccccc3N)n2)n1,-352,3,4,-309,-308,6.4,0,0,-2,10
CC(C)(C)c1csc(NC2=NS(=O)(=O)c3ccccc32)n1,5,6,-2,6,2,-0.2,-1,-3,-6,3
CC1(C)CCCN(C(=O)c2ccc3c(c2NCCO)C(=O)c2ccccc2C3=O)C1,-1,16,1,6,3,-0.2,-1,-20,-16,-9
COc1cccc(CN2C(=O)[C@@H]3Cc4c([nH]c5ccccc45)C(C)(C)N3C2=O)c1,8.7*,9,0,5,-1,0.4,-6,-1,5,0
CCOC(=O)/C(C#N)=C/c1c(N2CCN(c3ccccc3)CC2)nc2ccccn2c1=O,-24,-5,0,-83,-120,3.5,3,0,5,-1
O=C(CN1CCN(Cc2cccc3ccccc23)CC1)NCCc1ccccc1,-5,-4,2,1,-10,0.1,5,2,-1,-1
CN1CCCC(OC(=O)CCCCC(=O)OC2CCCN(C)C2)C1 (configuration not stated),-3,-11,-7,-2,0,0.2,4,5,6,2
COc1ccc(OC)c(CN2C(=O)CN(S(C)(=O)=O)CC2(C)C(=O)NC(C)C)c1 (configuration not stated),-1,3,3,-4,1,-0.4,-5,-1,-2,-1
O=C(CSc1nc2ccccc2o1)N/N=C/c1ccc(O)c(O)c1,6,0,-6,2,-9,-1.3,6,4,-3,3
CCN(CC)CCCNC(=O)Cn1cnc2sc(C)c(S(=O)(=O)N3CCN(c4ncccn4)CC3)c2c1=O,-2,-11,1,-2,-1,0.1,-5,31*,0,10
Cc1cc2oc(=O)cc(CN3CCOCC3)c2cc1C(C)C,-3,-2,9,-7,-2,-0.8,9,0,-9,-6
CC1=NNC(=O)C1CCC(=O)N/N=C(\C)c1ccccc1 (configuration not stated),-4,-12,-3,-2,1,-0.4,-4,-2,-1,-12
COc1cc(NC(=O)C2CCN(S(=O)(=O)c3ccc(Cl)cc3)CC2)ccc1-n1cnnn1,1,15,1,3,1,0.9,0,1,0,9
COCCNC(=O)C1(C)CCN(C(=O)Cc2ccc(OC)c(OC)c2)C1 (configuration not stated),1,-4,-5,-1,2,0.6,-8,-2,-8,-11
Cc1ccc(C2C=C(c3ccc4c(c3)OCO4)Nc3ncnn32)cc1 (configuration not stated),-54,4,-2,i,i,15*,-2,2,6,4
Cn1c(=O)c2c(-c3ccccc3)n(-c3ccccc3S)cc2n(C)c1=O,2,-6,-5,0,1,-0.4,-2,0,-5,3
COc1ccc(-c2coc3cc(O[C@@H]4O[C@H](CO)[C@@H](O)[C@H](O)[C@H]4O)c(OC)cc3c2=O)cc1,-13,6,7,-83,-132,1.1,4,1,4,2
COc1cccc(-c2nnn(CC(C)=O)n2)c1,-4,-2,-5,-1,3,-0.3,-2,-1,5,2
O=C(O)C1C(C(=O)O)C1(c1ccccc1)c1ccccc1 (configuration not stated),-1,-7,-2,4,-3,-0.3,0,-4,5,0
COc1ccc(CNCc2ccncc2)c(OC)c1,-4,-12,5,-1,-5,0.0,-2,1,-1,-1
CCn1ccnc1CN(C)C(=O)c1cc(COc2ccc(Cl)cc2OC)on1,-2,-1,5,2,-5,-0.2,9,-4,-8,0
O=C(NNC(=O)c1ccc(-c2ccccc2)cc1)Nc1ccccc1,-2,4,3,-3,-9,0.1,3,1,-3,6
COc1ccc(/C=N/N(c2ccccc2)c2ccccc2)cc1O,2,7,4,-37,-45,0.6,-10,-2,0,8
CCCCc1ccc(/C(C)=N/NC(=O)C2CCCC2)cc1,-2,-1,-2,1,-5,-0.1,2,3,0,-1

# Results in KLK7 zymogen act (two entries from above):
SMILES	KLK7 zymogen act
O=C(CN1CCN(Cc2cccc3ccccc23)CC1)NCCc1ccccc1	0.1
Cc1ccc(C2C=C(c3ccc4c(c3)OCO4)Nc3ncnn32)cc1 (configuration not stated)	15*

# Molecules above that have a Cl atom (6):
SMILES,ADAM17 inh,ASAP1 inh,Tn6 DDE FP,PLC-gamma1 inh,PLCb3 inh,KLK7 zymogen act,DDE Tn7 FP inh,UHRF1 MBD2 ctr,MBD2 inh,ARFGAP1 inhibitor
Clc1ccccc1OCCCOc1cccc2cccnc12,-3,-5,-6,-12,-29,-0.3,-2,0,0,0
O=C(O)c1nn(Cc2ncc(-c3cccc(Cl)c3)o2)c(=O)c2ccccc12,2,5,-4,-3,-12,-1.0,-2,-1,-3,-1
Cc1ccc(NC(=O)COC(=O)C2(c3ccc(Cl)cc3)CCCC2)cc1,11*,-6,-5,7,6,0.1,-3,1,-3,10
Cc1nc2sc(C(c3ccc(Cl)cc3)N3CCN(c4ccccc4F)CC3)c(O)n2n1 (configuration not stated),1,-6,-1,-1,-3,0.1,-1,-1,2,9
COc1cc(NC(=O)C2CCN(S(=O)(=O)c3ccc(Cl)cc3)CC2)ccc1-n1cnnn1,1,15,1,3,1,0.9,0,1,0,9
CCn1ccnc1CN(C)C(=O)c1cc(COc2ccc(Cl)cc2OC)on1,-2,-1,5,2,-5,-0.2,9,-4,-8,0
